IL-2 act = qHTS of IL-2 Activators | IL-2 activation reporter assay, cell-based qHTS; stimulated with anti-CD3/CD4/CD28 beads; in transgenic mouse T cells | activation, % (series mostly up to about 46 µM) | 360,000 compounds, 0.065% hits; in the data active = activation above about 50%; inconclusive = mostly about 30% to 49%; also: 0% is about no effect
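Using fluorescent plate cytometry, EGFP and DsRed are detected in transgenic mouse T cells stimulated 18 h at 37 degrees C with antibody-coated beads after 60 min compound pretreatment.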
ATXN2 expr inh = Primary qHTS for Inhibitors of ATXN expression; HEK-293 ATXN2-luciferase reporter, luminescence, 24 h; Potency, µM (titrated, usually from 57 µM), for inactives: at the top dose activity change, negative = inhibition, usual class: inhibitors; 360,000 compounds, 0.72% hits; AID 1745845, 2022; also: potency is read from the fitted curve at half-maximal effect; % is scaled to controls: 0 for no effect and ±100 for the full control effect; nearly all actives have a fitted effect of over 55% in size
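qHTS (up to 57 uM final) was run with 24 h compound exposure of reporter cells at 37 °C. Each well was multiplexed: SteadyGlo luminescence measured ATXN2-luciferase expression after a fluorogenic Gly-Phe-AFC viability readout (25 uM final).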
A549 tox = Nrf2 qHTS screen for inhibitors: counterscreen for cytotoxicity | A549 ARE-Fluc cells, CellTiter-Fluor viability, 18-24 h | Potency, µM (series often up to 46 µM), for inactives: top-dose activity change, negative = cytotoxicity, most hits filed as inhibitors | 390,000 compounds, 0.16% hits; also: potency is read from the fitted curve at half-maximal effect; % is scaled to controls: 0 for no effect and ±100 for the full control effect
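A549 ARE_Fluc cells in 5% FBS OPTI-MEM were exposed to compounds in concentration-response for 18-24 h at 37 deg C. Viability was read by CellTiter-Fluor fluorescence (Ex 405/Em 525) after 30 min, before the luciferase read.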
HepG2 viability = qHTS for Inhibitors of TGF-b: Cytotox Counterscreen; 410,000 compounds, 0.76% hits; Potency, µM (titrated, usually from 46.1 µM), for inactives: top-dose activity change, negative = cytotoxicity, hits mostly cytotoxic; HepG2 CAGA-GFP viability, ATP luminescence, 18 h; also: potency is read from the fitted curve at half-maximal effect; some results filed as inactive show a strong effect at the top dose
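CellTiter-Glo luminescence gave cytotoxicity after 18 hours at 37 degrees C. The cells were HepG2 CAGA-GFP in 1% FBS DMEM, stimulated with 500 pg/mL TGF-beta after compound addition. %Activity was normalised to no-cell wells (complete cell-killing) and DMSO (no toxicity), and curves were fitted and classified.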
TGFb inhibitor = qHTS for Inhibitors of TGF-b | 410,000 compounds, 1.2% hits | Potency, µM (titrated, usually from 46.1 µM), for inactives: at the highest dose activity, negative = inhibition, usual class: inhibitors | AID 588855, 2011 | HepG2 CAGA-GFP TGF-b/SMAD3 reporter, GFP fluorescence, 18 h; TGF-beta stimulated, 500 pg/mL final; also: potency is read from the fitted curve at half-maximal effect; % is scaled to controls: 0 for no effect and ±100 for the full control effect; nearly all actives have a fitted effect of over 65% in size
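Inhibition of TGF-beta-driven CAGA-GFP reporter expression in HEPG2 cells is measured by cellular GFP fluorescence after 18 h stimulation with 500 pg/mL recombinant TGF-beta in 1% FBS medium at 37 degrees C.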
S2 tox = Viability Counterscreen for Primary qHTS for Inhibitors of ATXN expression. Potency, µM (doses to about 56.7 µM), hits mostly cytotoxic. S2 cells (HEK-293 line with an ATXN2-luciferase reporter) viability, CellTiter-Fluor protease fluorescence, 24 h. 400,000 compounds, 0.49% hits. AID 651635, 2014; also: potency is read from the fitted curve at half-maximal effect; nearly all actives have a fitted effect of over 40% in size
Nrf2 activator = qHTS of Nrf2 Activators; AREc32 ARE-luciferase reporter (MCF7-derived line), luminescence, 24 h; Potency, µM (top dose mostly 46.1 µM), for inactives: at the highest dose activation, actives largely listed as activators; 410,000 compounds, 0.31% hits; AID 624171, 2012; also: potency is read from the fitted curve at half-maximal effect; % of control where 0% means no effect; nearly all actives have a fitted effect of over 65% in size
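AREc32 cells carrying an ARE-driven firefly luciferase reporter were seeded at 1000 cells/well in OPTI-MEM with 5% FBS, then exposed to compound for 24 hr at 37 deg C. Luminescence was read with Steady-Glo after 30 min at RT.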
Nrf2 block = Nrf2 qHTS screen for inhibitors; A549 ARE-Fluc reporter, luciferase luminescence, 18-24 h; Potency, µM (doses to about 46 µM), inactives show top-dose activity change, negative = inhibition, most hits filed as inhibitors; 360,000 compounds, 2.1% hits; also: potency is read from the fitted curve at half-maximal effect; % is scaled to controls: 0 for no effect and ±100 for the full control effect; nearly all actives have a fitted effect of over 60% in size
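Two sequential reads on A549 ARE_Fluc cells exposed to compound for 18-24 h: a CellTiter-Fluor fluorescence read for viability, then a luciferase luminescence read for Nrf2/ARE activity.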
EPAC2 agonist = qHTS for Agonist of cAMP-regulated guanine nucleotide exchange factor 4 (EPAC2): primary screen; 360,000 compounds, 0.079% hits; Potency, µM (doses to about 154 µM), without a hit: at the highest dose activation, actives largely listed as activators; Rap guanine nucleotide exchange factor 4 (Homo sapiens), Q8WZA2; AID 720711, 2013; EPAC2 activation, biochemical qHTS; response scale: 100% = 6.5 mM cAMP response; also: potency is read from the fitted curve at half-maximal effect; nearly all actives have a fitted effect of over 50% in size
Target sequence (Q8WZA2 whole entry, looked up): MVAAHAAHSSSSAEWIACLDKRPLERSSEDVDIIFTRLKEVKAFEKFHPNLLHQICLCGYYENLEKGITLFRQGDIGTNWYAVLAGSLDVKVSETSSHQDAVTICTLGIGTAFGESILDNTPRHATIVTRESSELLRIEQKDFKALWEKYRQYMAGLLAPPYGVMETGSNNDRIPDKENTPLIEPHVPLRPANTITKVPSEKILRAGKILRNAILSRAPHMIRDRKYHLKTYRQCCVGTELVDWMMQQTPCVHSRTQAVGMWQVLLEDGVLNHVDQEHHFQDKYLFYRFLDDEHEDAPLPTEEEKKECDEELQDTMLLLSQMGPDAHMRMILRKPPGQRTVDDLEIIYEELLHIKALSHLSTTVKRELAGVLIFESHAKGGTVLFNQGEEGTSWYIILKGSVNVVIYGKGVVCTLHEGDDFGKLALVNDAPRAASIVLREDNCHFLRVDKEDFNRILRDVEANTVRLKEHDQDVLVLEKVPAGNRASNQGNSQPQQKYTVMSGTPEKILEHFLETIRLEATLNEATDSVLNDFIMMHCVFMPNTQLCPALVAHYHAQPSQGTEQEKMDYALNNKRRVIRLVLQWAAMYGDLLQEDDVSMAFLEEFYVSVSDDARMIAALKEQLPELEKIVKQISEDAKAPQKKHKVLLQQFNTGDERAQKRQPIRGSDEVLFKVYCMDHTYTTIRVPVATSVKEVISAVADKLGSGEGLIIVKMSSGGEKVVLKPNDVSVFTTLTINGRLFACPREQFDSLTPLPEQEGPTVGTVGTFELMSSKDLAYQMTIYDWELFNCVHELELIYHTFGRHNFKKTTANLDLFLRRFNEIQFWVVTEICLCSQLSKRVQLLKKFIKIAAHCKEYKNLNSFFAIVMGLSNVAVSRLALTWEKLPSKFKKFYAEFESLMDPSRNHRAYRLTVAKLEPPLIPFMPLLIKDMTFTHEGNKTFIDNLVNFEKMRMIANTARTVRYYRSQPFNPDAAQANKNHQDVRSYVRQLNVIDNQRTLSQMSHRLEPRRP
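Exchange assay: 100 nM EPAC2 with 250 nM Rap1B-BODIPY-GDP and 50 uM GDP. Fluorescence (ex 480/em 540 nm) read every 5 min for 30 min at room temperature. Data normalized to 6.5 mM cAMP as agonist control.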
* marks the source's active call; other numbers are inactive results; i = inactive; ? = inconclusive; · = not tested or not shown; [ ] = remark or other dose. Unless noted, calls follow the shape of the dose curve; as a rule, active = well fitted curve in the direction sought with a large enough effect; inconclusive = small, poorly fitted or top-dose-only effect, or another doubt; inactive = no such curve, though single readings can be large; an effect the other way counts as inactive or inconclusive.

SMILES	IL-2 act	ATXN2 expr inh	A549 tox	HepG2 viability	TGFb inhibitor	S2 tox	Nrf2 activator	Nrf2 block	EPAC2 agonist
Cc1cccc(CCN(CC(=O)NC(C)(C)C)C(=O)c2csnn2)c1	0.4	-9%[11.3 µM]	2%	6%	-1%	i	0.4%	-12%	11%
CCC(=O)c1ccc(OCC(=O)OCC(=O)c2cc(C)n(C3CC3)c2C)cc1	-5.6	3%	-9%	20%	-4%	i	-0.4%	7%	15%
COc1ccccc1C(=O)COC(=O)CNS(=O)(=O)c1ccc(C)cc1	1.3	-15%	-7%	1%	0%	i	0.3%	-3%	8%
Cc1occc1-c1nnc(SCC(=O)Nc2ccc3c(c2)OCO3)n1CC1CCCO1 (stereo not drawn)	-1.7	-9%	9%	6%	-3%	?	-0.8%	1%	6%
O=C(Nc1cc(C(F)(F)F)ccc1N1CCOCC1)c1ccc[n+]([O-])c1	-1.1	-6%	-1%	2%	4%	i	0.1%	·	-3%
COc1ccc2[nH]cc(CCNC(=O)Cc3ccc(Cl)cc3)c2c1	0.0	6%	7%	-14%	2%	i	-0.4%	-5%	6%
CC(=O)Nc1nc(SCCCc2ccccc2)n[nH]1	-1.3	35%[activator]	1%	-6%	-4%	i	0.4%	·	-6%
CSc1ccc(NC(=O)N2CCC(C(=O)c3ccc(F)cc3)CC2)cc1	8.4	-12%	-8%	-21%	-23%	i	2.2%	16µM*	4%
CCOC(=O)c1c(-c2ccc(C)cc2)csc1NC(=O)c1cc(-c2ccc(C)c(F)c2)on1	·	0%	-11%	4%	29%	i	-0.7%	19%	·
O=c1c2ccccc2nc(-c2ccccc2)n1O	0.4	·	0%	4%	-7%	·	7.6%	-19%	9%
COc1ccc(CCC(=O)N2CCN(S(=O)(=O)c3cccc(Cl)c3)CC2)cc1	-0.5	-2%	9%	-28%	-14%	i	1.6%	-14%	10%
Cc1ccc(C2NC(=O)NC3=C2CCc2ccccc23)cc1 (stereo not drawn)	-0.2	14%	-12%	-25%	-5%	?	7.2%	-30%	4%
FC(F)(F)c1ccccc1NC(=S)N1CCc2ccccc2C1	1.8	·	0%	15%	-27%	?	0.4%	?	3%
Cc1ccccc1C(=O)N1[C@@H](C(C)C)COc2cc(Br)ccc2S1(=O)=O	0.9	13%	1%	-20%	?	i	-0.8%	29%	-2%
CCCS(=O)(=O)N1CCCC(C(=O)NCCN2CCC(Cc3ccccc3)CC2)C1 (stereo not drawn)	1.5	-10%	-3%	5%	7%	i	0.2%	-14%	-4%

The closing five records of the part before are carried over, then new ones follow.
SMILES	IL-2 act	ATXN2 expr inh	A549 tox	HepG2 viability	TGFb inhibitor	S2 tox	Nrf2 activator	Nrf2 block	EPAC2 agonist
COc1ccc(CCC(=O)N2CCN(S(=O)(=O)c3cccc(Cl)c3)CC2)cc1	-0.5	-2%	9%	-28%	-14%	i	1.6%	-14%	10%
Cc1ccc(C2NC(=O)NC3=C2CCc2ccccc23)cc1 (stereo not drawn)	-0.2	14%	-12%	-25%	-5%	?	7.2%	-30%	4%
FC(F)(F)c1ccccc1NC(=S)N1CCc2ccccc2C1	1.8	·	0%	15%	-27%	?	0.4%	?	3%
Cc1ccccc1C(=O)N1[C@@H](C(C)C)COc2cc(Br)ccc2S1(=O)=O	0.9	13%	1%	-20%	?	i	-0.8%	29%	-2%
CCCS(=O)(=O)N1CCCC(C(=O)NCCN2CCC(Cc3ccccc3)CC2)C1 (stereo not drawn)	1.5	-10%	-3%	5%	7%	i	0.2%	-14%	-4%
CCc1nc2c(OCCn3cccc3)cccn2c1N(C)C(=O)C1CC1	0.8	-2%	·	-1%	12%	i	-0.4%[9.22 µM]	·	13%
O=C(Oc1ccc(/C=N/NC(=O)c2ccccn2)cc1)c1ccc(Br)cc1	-0.8	29%	1%	5%	-1%	i	0.1%	?	7%
O=C1CCN(Cc2ccccc2)C=C1c1ccc(Br)cc1	-0.6	-7%	-2%	-8%	-15%	i	4.8%	-24%	7%
CN(CC(=O)Nc1ccc(F)cc1)C(=O)COC(=O)CSc1ccc(F)cc1	1.6	-20%	0%	-1%	-5%	i	0.1%	4%	1%
COC(=O)CSc1nnc(-c2ccc(S(=O)(=O)N3CCCC3)cc2)n1C	-2.9	5%	12%	-3%	-3%	i	-0.1%	7%	2%
CC1(C)Cc2c(sc3nc(-c4ccccc4)n(N)c(=O)c23)CO1	1.2	19%	4%	-28%	-15%	i	1.6%	0%	7%
CCCCOc1ccc(S(=O)(=O)Nc2ccc(NC(C)=O)cc2)cc1	-0.4	-8%	-9%	-25%	-7%	i	0.0%	?	5%
CCCn1nnnc1-c1cc(Cl)cc(Cl)c1	-2.7	-6%	8%	-4%	-1%	i	-0.2%	·	4%
CN(Cc1cccc(F)c1)C(=O)c1cccc(S(=O)(=O)N2CCN(Cc3ccccc3)CC2)c1	-4.7	-10%	-12%	-6%	-41%	i	-0.5%	?	9%
O=C1Nc2ccccc2C(=O)C1(Cl)Cc1ccccc1 (stereo not drawn)	-0.4	-12%	2%	5%	5%	?	0.3%	·	9%
NC(=O)c1cc(S(=O)(=O)NCc2ccc(F)cc2)cs1	-1.3	·	0%	4%	9%	i	-0.5%	-12%	-8%
COC(=O)c1ccc(C(=O)OC)c(NC(=O)CN(C)Cc2cccc(Cl)c2Cl)c1	1.7	2%	-10%	-3%	8%	i	-0.1%	-15%	3%
O=C(O)c1ccc(Nc2nc3ccccc3nc2NS(=O)(=O)c2ccc(F)cc2)cc1	4.2	·	-21%	-47%	?	i	-0.3%	-29%	-4%
Cc1ccc(S(=O)(=O)NN2C(=O)/C(=C/c3cccs3)SC2=S)cc1	0.6	·	13%	-60%	-20%	i	3.0%	-25%	8%
CSCCC(NC(=O)c1ccccc1Cl)C(=O)NCC(c1ccco1)N1CCCCC1 (stereo not drawn)	5.9	7%	3%	-1%	-6%	i	-0.4%	-3%	-2%
CC1C(=O)N2CCCc3cc(NC(=O)C(=O)NCc4ccc5c(c4)OCO5)cc1c32 (stereo not drawn)	0.5	1%	-1%	-7%	0%	i	0.9%	?	6%
COc1ccccc1CCNC(=O)Cc1c(C)c2ccc(O)cc2oc1=O	·	-1%	10%	-7%	8%	·	0.3%	-17%	·
COCCN1CCN(C(=O)C2CCC(=O)N(Cc3ccc(Cl)cc3)C2)CC1 (stereo not drawn)	-2.4	10%	0%	1%	-4%	i	-0.3%	6%	9%
Cc1cc(=O)n2[nH]c(C)c(-c3ccc(Cl)cc3)c2n1	-0.9	?	-14%	-17%	-28%	i	-0.7%	?	2%
Cc1c(C(=O)N2CCOCC2)c(S(=O)(=O)Nc2ccc(C(C)C)cc2)c(C)n1C	-1.8	0%	7%	-11%	-5%	i	0.1%	-4%	2%
CNC(=S)Nc1cc(C)ccc1OC(F)F	-1.8	3%	0%	-8%	14%	i	-0.5%	-1%	-1%
Cc1cc(C)cc(N(CC(=O)NC2CCCCC2)C(=O)c2csnn2)c1	-1.4	5%	1%	-1%	-2%	i	0.0%	15%	-9%
O=C(c1ccc(N2CCCCS2(=O)=O)cc1)N1CCN(c2ccccc2F)CC1	-2.3	-11%	1%	-3%	-5%	i	0.7%	?	1%
Cc1ccccc1OCC(=O)OCC(=O)Nc1ccc(S(N)(=O)=O)cc1	-2.6	-2%	-1%	-3%	2%	i	-0.3%	13%	1%
Cc1ccc(-c2nnc(N3CCC(C)CC3)c3ccccc23)cc1C	1.5	?	?	-20%	?	i	2.0%	?	18%
CCOC(=O)C1CCN(C(=O)Nc2ccc3oc(C)nc3c2)CC1	1.1	7%	-2%	-28%	-22%	i	0.5%	5%	6%
CCN(CC)CC(O)CN1C(=O)NC(C)(C)C1=O (stereo not drawn)	1.6	4%	8%	-1%	-1%	i	2.7%	1%	4%
COc1cc(C(O)c2nc(-c3ccc4ccccc4c3)cs2)ccc1F (stereo not drawn)	0.8	7%	·	-107%	?	i	-0.3%	·	3%
COc1ccccc1OCC(=O)Nc1ccc(S(=O)(=O)Nc2nccs2)cc1	-4.8	3%	1%	-7%	-24%	i	-0.4%	-7%	7%
O=C(NCCCO)C(=O)NCC(c1ccc2c(c1)OCO2)N1CCOCC1 (stereo not drawn)	·	·	10%	2%	2%	·	0.0%	·	·
O=C(CCCSc1nc2ccccc2c(=O)[nH]1)c1ccc(F)cc1	-0.5	-21%	-9%	3%	3%	i	0.2%	?	2%
O=C(N/N=C/c1ccc2c(c1)OCO2)c1cc(-c2ccncc2)nc2ccccc12	0.7	-2%	-4%	-1%	-31%	i	-0.2%	20%	2%
O=C(CSc1nnc(-c2ccccc2)n1-c1ccc(Cl)cc1)N/N=C/c1ccco1	1.1	-20%	2%	-14%	?	i	0.7%	0%	-1%

Already shown: entries from further up.
SMILES	IL-2 act	ATXN2 expr inh	A549 tox	HepG2 viability	TGFb inhibitor	S2 tox	Nrf2 activator	Nrf2 block	EPAC2 agonist
O=C(N/N=C/c1ccc2c(c1)OCO2)c1cc(-c2ccncc2)nc2ccccc12	0.7	-2%	-4%	-1%	-31%	i	-0.2%	20%	2%
O=C(CSc1nnc(-c2ccccc2)n1-c1ccc(Cl)cc1)N/N=C/c1ccco1	1.1	-20%	2%	-14%	?	i	0.7%	0%	-1%
